# H9c2 TAG inh – reduces triacylglycerol accumulation in H9c2 cells; inhibition, % at 12.5 µM; AID 651582; Nile Red lipid (TAG) fluorescence; cells loaded with 200 µM oleic acid; 230,000 tested, 0.66% active;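 active = pattern-corrected inhibition of lipid staining of at least 50% with the nuclear-stain viability signal not falling by more than 50%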;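 note: 0% = DMSO wells and 100% = triacsin C control wells; some results filed as inactive read as strong as hits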
# H9c2 TAG inh DAPI viability – recorded beside H9c2 TAG inh, whose call it bears; DAPI nuclei signal change (viability), lower = more cytotoxic, %;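 whole-well DAPI fluorescence read on a plate reader as a viability signal; minus 50 percent equals half of cells still viable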
# Active calls of the source: *; i = inactive. Some of the compounds tested (hit frequency here may not be typical).
SMILES	H9c2 TAG inh	H9c2 TAG inh DAPI viability
O=C(Nc1nc(-c2ccccn2)cs1)c1cc(Cl)ccc1[N+](=O)[O-]	12	-25
CSc1nc(N)c2c(n1)N(C)C=NS2(=O)=O	11	-10
COc1ccc2nc(NC(=O)CSc3nnc(C)n3N)sc2c1	-4	3
O=C(N/N=C/c1ccncc1)NC1CCCCC1	-6	-6
CCCCn1c(N)c(N(CC(C)C)C(=O)COC(=O)C2(c3ccccc3)CC2)c(=O)[nH]c1=O	-5	1
O=C1CCCN1CC(O)CS(=O)(=O)Cc1ccc(Cl)cc1 (stereo not drawn)	-5	5
CC(C)(C)OC(=O)NC1CCN(S(=O)(=O)c2ccc3c(c2)OCCO3)CC1	3	-7
COc1ccc(/C=C/C(=O)N(C)c2ccccc2C(=O)O)cc1	6	0
CS(=O)(=O)N(CC(=O)NCc1ccc(Cl)cc1)C1CCCCC1	3	-9
O=C(NN=C1CCCC1)c1cc(Br)ccc1O	-14	3
CNc1ccc(-c2cccc(C(=O)N3CCOCC3)c2)cn1	3	7
CC(C)(C)CC(C)(C)N=C1Nc2ccccc2NC12C[C@H]1CCC(=O)N3CC[C@@H](C2)[C@@H]13 (stereo partly drawn)	11	5
O=C(NCCCc1ccccc1)C1CCC(=O)N(Cc2ccc(Cl)cc2)C1 (stereo not drawn)	12	-2
COc1ccc(NC(=O)CN(C)C(=O)c2ccc(C)s2)cc1	-23	10
O=C(C1=C[C@H](C2CC2)C[C@H](OCc2ccc(CO)cc2)O1)N1CCN(Cc2ccc3c(c2)OCO3)CC1	0	1
CC1Cc2ccccc2N1C(=O)c1cc2c(=O)n3ccccc3nc2n1C (stereo not drawn)	-4	9
CCCCN(CCCC)NC(=O)c1ccccc1	1	0
O=C(O)C(=Cc1ccc([N+](=O)[O-])cc1)CCc1ccccc1	10	-5
COc1cccc(C(=O)C(=O)c2cccc(OC)c2OC)c1OC	-25	10
CC(=O)c1sc(NC(=O)c2ccc(F)c(S(=O)(=O)N3CCOCC3)c2)nc1C	-14	-5
CC(C)(C)OC(=O)C[C@H]1C/C=C\C[C@H](CC(=O)N(CCO)Cc2ccccc2)C(=O)NC[C@H](c2ccccc2)OC1=O	-24	-7
CC(C)(C)c1ccc(C(=O)C2CCCN(C(=O)C3CCOCC3)C2)cc1 (stereo not drawn)	-8	9
COc1ccc(NC(=O)[C@@H]2CCCN2S(=O)(=O)c2ccc(Cl)cc2)cc1	-19	9
COc1ccccc1OCc1nn[nH]n1	-1	10

# Structures above that contain four or more nitrogen atoms, in the order listed:
SMILES	H9c2 TAG inh	H9c2 TAG inh DAPI viability
O=C(Nc1nc(-c2ccccn2)cs1)c1cc(Cl)ccc1[N+](=O)[O-]	12	-25
CSc1nc(N)c2c(n1)N(C)C=NS2(=O)=O	11	-10
COc1ccc2nc(NC(=O)CSc3nnc(C)n3N)sc2c1	-4	3
O=C(N/N=C/c1ccncc1)NC1CCCCC1	-6	-6
CCCCn1c(N)c(N(CC(C)C)C(=O)COC(=O)C2(c3ccccc3)CC2)c(=O)[nH]c1=O	-5	1
CC(C)(C)CC(C)(C)N=C1Nc2ccccc2NC12C[C@H]1CCC(=O)N3CC[C@@H](C2)[C@@H]13 (stereo partly drawn)	11	5
CC1Cc2ccccc2N1C(=O)c1cc2c(=O)n3ccccc3nc2n1C (stereo not drawn)	-4	9
COc1ccccc1OCc1nn[nH]n1	-1	10

# Other entries follow.
SMILES	H9c2 TAG inh	H9c2 TAG inh DAPI viability
Cc1cccc(C=CC(=O)c2ccccc2)c1	1	1
COCCN1C=C2C(=O)C(C)(OC(=O)C3CCCC3)C(=O)C=C2C=C1c1ccsc1 (stereo not drawn)	11	-5
COC(=O)c1nn(-c2ccc(Oc3ccccc3)cc2)c(=O)cc1O	-6	-7
NC(=O)C1CCN(c2nc(-c3cccnc3)cs2)CC1	16	-3
CC1=C(C(=O)Nc2ccccc2)C(c2cc(CN3CCOCC3)cs2)C2=C(CCCC2=O)N1 (stereo not drawn)	-7	15
Cc1ccc(-c2nc3ccccc3[nH]2)cn1	7	3
COc1ccccc1N(CCC#N)C(=S)Nc1ccc(S(=O)(=O)N2CCOCC2)cc1	-11	-2
CCOc1ccc(CNC(=O)CS(=O)(=O)Cc2nc(-c3ccc(OC)cc3)oc2C)cc1	-15	-3
O=C(OC1CO[C@H]2O[C@@H]1[C@H](OC(=O)c1ccccc1)[C@H]2OC(=O)c1ccccc1)c1ccccc1 (stereo partly drawn)	-2	-2
O=C(/C=C1\SC(=O)NC1=O)Nc1ccc(C(=O)O)cc1	2	6
O=C(c1ccc(NS(=O)(=O)c2ccc3[nH]c(=O)[nH]c3c2)cc1)N1CCN(c2ccccc2)CC1	9	-7
C=CCN1N=C(/C=C/c2ccccc2)CCC1=O	-7	-2
CN(CC(=O)Nc1ccc(F)c(F)c1F)C(=O)C1COc2ccccc2O1 (stereo not drawn)	-17	1
O=C(Cn1cc(C(F)(F)F)cc(Cl)c1=O)NCCc1ccc(Cl)cc1Cl	-8	13
Cc1cc(NC(=O)CSc2nc3c(c(=O)n2-c2ccccc2)SC(C)C3)no1 (stereo not drawn)	2	5
CCOc1ccc(NC(=S)NC23CC4CC(CC(C4)C2)C3)cc1	-14	-1
O=C(CC1SC(N2CCCCC2)=NC1=O)Nc1cccc(C(=O)Nc2ncccc2O)c1 (stereo not drawn)	11	-7
CCOc1ccc(CNC(=O)CCC(=O)n2ncc3ccc(Cl)cc32)cc1	-8	11
CC1CCN(C(=O)c2ccc3c(c2)OCCO3)CC1	18	-6
COc1cccc(CNC(=O)CCNC(=O)Cn2ccc3ccccc3c2=O)c1	12	8
COc1ccc(S(=O)(=O)N2CCN(C(=O)COc3ccccc3)CC2)cc1	1	-8
C#CCN(C[C@@H]1[C@@H](OC(=O)NC2CCCC2)[C@@H](OC(=O)NC2CCCC2)CN(C(=O)OC(C)C)N1C(=O)OC(C)C)S(=O)(=O)c1ccc(C)cc1	27	-15
CC(C)CNC(=O)[C@H](Cc1ccccc1)NC(=O)c1ccco1	10	7
Cc1c(Cl)cccc1NC(=O)CNCc1ccccc1F	-2	9
CCCN(CCC)c1ccc(/C=N/NC(=O)CN2CCOCC2)cc1	-6	21
O=C(C1=COCCO1)N(Cc1nnc(-c2ccc(Cl)cc2)o1)C1CC1	-4	1
O=C(CCC(=O)Nc1ccccc1)N/N=C/c1ccccc1F	-4	4
Cc1ccc(-c2cn(S(=O)(=O)c3cccc4nsnc34)nc2N)cc1	3	0
Clc1ccc(-c2nnc(-c3ccccc3)c(-c3ccccc3)n2)cc1	5	1
N#Cc1ccccc1OCC(=O)C1CC1	2	11
CC(=O)N1N=C(c2ccco2)CC1c1cc2cc(C)ccc2nc1Cl (stereo not drawn)	0	-9
COc1ccccc1-c1c(NC(=O)C(C)C)n(C)c2ccccc2c1=O	4	-2
CCc1n[nH]c(=S)n1N=C1CCC(C)CC1 (stereo not drawn)	11	17
CCOc1cccc(-c2nc3c(s2)CCc2onc(-c4cccc([N+](=O)[O-])c4)c2-3)c1	19	-8
COC(=O)C1CCN(S(=O)(=O)Cc2ccccc2Cl)CC1	-3	4
O=C(Nc1ccc(C(=O)O)cc1)/C(=C\c1ccc([N+](=O)[O-])cc1)NC(=O)c1ccco1	-3	3
OCCCC1CCCN(Cc2cn[nH]c2-c2ccc(F)cc2F)C1 (stereo not drawn)	15	-2
CSc1nnc2c3c4c(sc3nc(-n3nc(C)cc3C)n12)COC(C)(C)C4	22	-8
CCN(C[C@H]1N[C@@](C)(C(=O)OC)[C@H]2C(=O)N(C)C(=O)[C@@H]12)C(=O)Nc1ccc(Cl)cc1	6	-13
Cc1cc([N+](=O)[O-])nn1CCC(=O)NC1CCCCCC1	5	-6
CCc1ccc(N2CC(C(=O)OC)CC2=O)cc1 (stereo not drawn)	11	-3
COc1cccc(N2[C@@H](CC(=O)O)c3cc(C(F)(F)F)ccc3S2(=O)=O)c1	8	0
Cc1cnc(C)c(N2CCN(Cc3cn(C)nc3-c3cccc(Cl)c3)CC2)n1	-2	11
CSCCCNC(=S)Nc1ccc(N2CCOCC2)cc1N1CCOCC1	2	1
CCOC(=O)c1ccccc1Nc1cc(C)nc2nc(C)nn12	24	-1
O=C(Cc1cccs1)N1CCN=C1SCc1ccccc1F	15	-7
O=c1c2sc(-c3ccccc3)cc2nc2n1CCC2	-6	1
CCCSC1=C(C#N)C2(CCCCC2)C(C#N)=C(N)N1	-13	18
C#CCOCCOCCOCCNc1nc(N2CCN(C(=O)[C@H]([C@@H](C)CC)n3cc([C@@H](N)CC(C)C)nn3)CC2)nc(N2CCN(C(=O)[C@H](Cc3ccc(O)cc3)n3cc([C@@H](N)C(C)CC)nn3)CC2)n1 (stereo partly drawn)	15	6
Cc1cc(NC(=O)CSc2nnc(-c3ccc(Br)o3)n2Cc2ccccc2)no1	9	-5
CN1C(=O)c2ccccc2CC12c1ccccc1C(=O)N2C (stereo not drawn)	-6	-3
COc1ccc(C(=O)OCC(=O)NCC2CCCCC2)cc1F	16	-4
O=C1CC(c2ccc(F)c(Br)c2)C2=C(CCCC2=O)N1 (stereo not drawn)	-2	-7
Cc1cccc(C)c1OCC(=O)N(Cc1ccco1)C1CCS(=O)(=O)C1 (stereo not drawn)	2	-5
COc1cc(NC(=O)COC(=O)c2ccccc2SCC(=O)N2CCCC2)cc(OC)c1	-9	6
CCC1CCC(C(=O)NC(CCSC)C(=O)NCCN(CC(C)C)CC(C)C)CC1 (stereo not drawn)	18	-12
Nc1nc(Sc2ncccc2[N+](=O)[O-])n[nH]1	-9	7
Cc1ccc(NC(=O)[C@@H]2O[C@H](CO)[C@@H](O)[C@H]2O)cc1C(F)(F)F	-21	12
CCOC(=O)c1sc(Nc2nc3c(OC)cccc3s2)nc1C	49	75
O=C(N[C@@H](Cc1ccccc1)C(=O)NC1CCCCC1)c1ccco1	10	-8

# (further entries)
SMILES	H9c2 TAG inh	H9c2 TAG inh DAPI viability
CC(C)(C)NS(=O)(=O)c1ccc(CCC(=O)N2CCCC2)cc1	-1	-4
Cc1ccc(C(=O)O)cc1Nc1ncnc2sc3c(c12)CCC3	11	-7
CCN1CCN(c2oc(-c3ccccc3C)nc2S(=O)(=O)c2ccccc2)CC1	-11	15
COc1ccccc1-c1cnc(C(O)c2ccccc2)[nH]1 (stereo not drawn)	1	5
O=P(CCCCCCCCCP(=O)(c1ccccc1)c1ccccc1)(c1ccccc1)c1ccccc1	-53	8
O=C(NC1CCN(C(=O)N2c3ccccc3Sc3ccccc32)CC1)c1ccco1	-15	4
CCOC(=O)c1ccc2c(c1)nc(SCC(=O)c1cc3ccccc3o1)n2CC	9	1
CCOC(=O)c1sc(=S)n(-c2ccccc2Cl)c1C	15	-8
CCOC(=O)c1nc(Nc2ccc(N3CCC(C)CC3)cc2)c2ccccc2n1	0	16
OCCCn1c(CCNc2nc(-c3ccc(F)cc3)cs2)nc2cc(C(F)(F)F)ccc21	-7	-4
Cc1cc(=O)c2c(C)nn(-c3ccccc3)c2[nH]1	-9	5
CC1CC(C)CN(S(=O)(=O)c2ccc(C(=O)Nc3nnc(C4CC4)o3)cc2)C1 (stereo not drawn)	12	-2
CCN(C(=O)CSc1nnc(-c2ccc(F)cc2)n1C)C1CCS(=O)(=O)C1 (stereo not drawn)	-6	2
O=C(Nc1ccc(F)cc1F)c1cccnc1	2	-2
CCN(CC)c1nc(-c2ccccc2)ncc1S(=O)(=O)c1ccc(C)cc1	-77	1
COc1ccc(CCNC(=O)CCCn2c(SCC#N)nc3ccccc3c2=O)cc1OC	26	-10
Cc1ccc(C(=O)NC2CC(C)(C)NC(C)(C)C2)c(C)c1	8	6
O=C(CSc1ccc(-c2ccco2)nn1)NC1CCCCC1	4	-5
CCN(CC(=O)Nc1c(F)cccc1F)C(=O)c1ccc(=O)[nH]c1	18	4
COc1ccccc1-n1cnc(N)c1C(=O)c1ccccc1	42	-14
CCOc1cc(CNCCc2c[nH]c3ccccc23)cc(Cl)c1OCC(N)=O	2	-4
O=c1[nH]c(=S)[nH]cc1Oc1ccc(Br)cc1Br	14	-11
CC(C)CN1CCN(Cc2cccc3ncccc23)CC1CCO (stereo not drawn)	-2	-1
O=C(c1ccc(=O)[nH]n1)N1CCN(S(=O)(=O)c2cccc(F)c2)CC1	1	-5
NC(=O)c1nc(N2CCOCC2)nc(N2CCOCC2)n1	1	6
CCOc1cc(N2CCOCC2)c(OCC)cc1NC(=O)C(C)(C)C	2	2
COc1ccc2cc3cc(C(=O)NCCCN4CCOCC4)oc3nc2c1	2	i
COc1cccc(CNC(=O)CCCNC(=O)c2ccc(Cl)cc2)c1	-8	-5
CCOC(=O)c1c2n(c3ccc(OC(C)=O)cc13)CCC2	7	8
Cc1nn(CC2CC2)c(=O)n1-c1ccc(C(C)C)cc1	7	2
COCCCC1CCN(C(=O)C2CCC(=O)N(Cc3ccccc3F)C2)CC1 (stereo not drawn)	-10	3
COc1ccc(CCN(C)c2ccc(S(=O)(=O)N3CCCC3)cn2)cc1OC	-29	-3
Cc1nn(C(C)C)c(C)c1CN1CCC(C(=O)Nc2cccc(-c3cccc(F)c3)c2)CC1	48	-18
Cc1cc(N2CCN(C)CC2)nc2ccc(NC(=S)NCCN3CCc4ccccc4C3)cc12	14	16
COc1c(N2CCN(C(=S)NC3CC4CCC3C4)C(C)C2)c(F)cc2c(=O)c(C(=O)O)cn(C3CC3)c12 (stereo not drawn)	4	10
COCCNC(=O)C1(C)CCCN(C(=O)c2cccnc2SC)C1 (stereo not drawn)	2	-8
